# High-throughput results from PubChem.
# SIRT5 inh = inhibitors of human sirtuin-5 desuccinylase; Q9NXA8; Purified SirT5, succinyl-peptide AMC, trypsin-coupled fluorescence; inhibition, % at 15 µM; hit rate 1.1% among 330,000; in the data active = inhibition above about 15%; inconclusive = no clear call, values can overlap the other calls
# Target sequence (Q9NXA8 whole entry, looked up): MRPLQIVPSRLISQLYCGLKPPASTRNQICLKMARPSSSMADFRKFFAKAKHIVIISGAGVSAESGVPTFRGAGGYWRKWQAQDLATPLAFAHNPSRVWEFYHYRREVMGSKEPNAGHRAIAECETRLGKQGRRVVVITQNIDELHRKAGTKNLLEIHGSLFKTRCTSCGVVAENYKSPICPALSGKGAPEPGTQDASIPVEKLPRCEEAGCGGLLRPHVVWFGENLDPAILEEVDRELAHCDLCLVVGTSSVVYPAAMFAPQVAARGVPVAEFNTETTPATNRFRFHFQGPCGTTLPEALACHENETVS
# LGR2 inh = inhibitors of bursicon-induced Drosophila LGR2 receptor cAMP signaling; hit rate 0.35% among 380,000; inhibition, % at 9.99 µM; HEK293 LGR2, CRE-luciferase, bursicon-stimulated, 4 h;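 active = drop in luminescence signal, shown as inhibition above about 50% in the replicate tests, limit read from the data, passing the limit was not always enough; inconclusive = probably only some replicates passing the limit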;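 also: agonist challenge used bursicon conditioned medium at about half maximal strength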
# PAX8 inh HTS = lowers PAX8-driven luciferase in RMG-I cells; RMG-I TPO-luciferase reporter, SteadyGlo, 24 h; inhibition, % at 12.6 µM; hit rate 1.2% among 360,000; AID 652154;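 active = mean replicate inhibition at least 60% with every replicate also reaching 60%; inconclusive = only one of the two criteria is met; inactive = mean below 60% and not all replicates reaching 60%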;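 also: luciferase light reporting Pax8 driven TPO promoter activity; plate controls were median of neutral control wells for no effect and mitoxantrone controls for full effect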
# DENV2 CPE rescue = DENV2-induced cell death inhibition | CPE inhibition, % at 9.99 µM | DENV2-infected cells, cytopathic effect rescue, plate reader | AID 651640 | hit rate 1.7% among 350,000; in the data active = CPE inhibition above about 20%, passing the limit was not always enough; inconclusive = no clear call, values can overlap the other calls; tested in BHK-21 cells;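 also: 0% = median of neutral control wells and 100% = median of positive control wells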
# CASP6 VEID inh = inhibitors of human caspase-6; P55212; inhibition, % at 12.5 µM; hit rate 0.53% among 350,000; purified caspase-6, Z-VEID-R110 cleavage fluorescence;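 active = mean inhibition across replicates at least about 35%, with every replicate also reaching that limit, limit read from the data; inconclusive = only one of the two criteria met; inactive = neither criterion met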;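 also: 0% = median of neutral control wells and 100% = no fluorescence left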
# Target sequence (P55212 24-179 limits assumed): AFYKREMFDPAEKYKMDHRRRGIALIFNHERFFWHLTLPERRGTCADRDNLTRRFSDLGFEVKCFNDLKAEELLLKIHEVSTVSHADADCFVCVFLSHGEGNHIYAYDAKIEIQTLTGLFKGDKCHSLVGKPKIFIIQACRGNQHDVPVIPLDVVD
# Target sequence (P55212 194-293 limits assumed): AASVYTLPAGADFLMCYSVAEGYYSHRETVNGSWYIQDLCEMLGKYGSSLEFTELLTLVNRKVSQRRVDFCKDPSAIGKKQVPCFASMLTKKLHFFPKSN
# EWS-Fli block = EWS/Fli transcriptional activity inhibition; A673 NR0B1-luciferase reporter, viability-normalised; inhibition, % at 12.6 µM; hit rate 0.67% among 350,000;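 active = mean inhibition of at least 50% after viability correction, with every replicate also passing that limit; inconclusive = mean reaches 50% but only one of two replicates passes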;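 also: firefly luciferase signal divided by Alamar Blue viability fluorescence both relative to DMSO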
# ARNT-TACC3 inh = disrupts binding between human ARNT and TACC3; Q9Y6A5; AlphaScreen His-ARNT PAS-B/GST-TACC3 binding, luminescence; TACC3 fragment carries E629A point mutation; inhibition, % at 9.99 µM; hit rate 0.66% among 390,000; AID 623870;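 active = mean inhibition of replicates at least 50% and at least half of replicates each reaching 50%; inconclusive = half or more replicates reach 50% but mean below 50%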;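 also: 0% = complete ARNT plus TACC3 wells and 100% = ARNT alone without TACC3; many hits fall short of the cut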
# * marks the source's active call; other numbers are inactive results; ? = inconclusive; . = not tested or not shown.
SMILES,SIRT5 inh,LGR2 inh,PAX8 inh HTS,DENV2 CPE rescue,CASP6 VEID inh,EWS-Fli block,ARNT-TACC3 inh
CO[C@@H]1CN(C)C(=O)c2ccc(NC(=O)c3ccc(F)cc3)cc2OC[C@H](C)N(C(=O)CC2CC2)C[C@@H]1C,3,2,.,1,3,4,2
O=C(NC1CC1)C1=C[C@H](c2csc3ccccc23)C[C@H](OCCCCO)O1,-5,-4,-9,-6,-4,0,5
CN1c2ccc(Br)cc2[C@H]2[C@H](CCN2C(=O)C2CCOCC2)[C@H]1CO,-3,4,-20,-14,3,-16,-9
C[C@@H]1CN([C@H](C)CO)S(=O)(=O)c2ccc(-c3cncnc3)cc2O[C@H]1CN(C)C,-2,0,.,34*,0,-4,-8
O=C(CCC(=O)N1CCOc2ccccc21)NCCN1CCOCC1,-4,-3,4,-3,-1,3,1
COc1ccc(O)c(/C=C2/SC(=S)N(Cc3ccccc3)C2=O)c1,1,-6,1,?,3,-5,3
Cc1c(Cl)c(C(F)(F)F)nn1CC(=O)NN,-2,5,-9,-5,-3,0,-4
O=C(NCCCNC(=O)c1ccccn1)c1cccc(F)c1,-2,1,-4,0,-3,-8,-4
COC(=O)C1CCN(c2ccc([N+](=O)[O-])cc2[N+](=O)[O-])CC1,0,19,-4,0,2,-6,7
COc1ccc(N2CCN(C(=O)CN3CCN(C(c4ccccc4)c4ccccc4)CC3)CC2)cc1,.,5,-5,.,.,.,6
Nc1cc(C(=O)O)ccc1Sc1ccccc1C(=O)O,-3,-14,-9,8,.,-9,-19
COc1ccc(CC(=O)OCC(=O)NCc2ccccc2Cl)cc1OC,-4,-18,-9,-4,-1,-58,-1
COc1cc(/C=N/NC(=O)CSc2ccccn2)ccc1OC(C)C,1,.,-82,8,-1,-50,9
O=C(Nc1ccc(Cl)cc1)N[C@@H]1CC[C@@H](CCn2cc(Cc3ccccc3)nn2)O[C@H]1CO,-1,8,11,5,2,0,2
CCC(=O)N1[C@H](CO)[C@H](c2ccccc2)[C@H]1CN(CC1CCC1)S(C)(=O)=O,-3,7,.,18,-3,.,.
CC1(C)Cc2c(C#N)c(SCCO)nc(N3CCOCC3)c2CO1,0,1,-14,19,-1,13,-9
OCCNCCSc1ccc(Cl)cc1,0,.,5,-5,-7,1,.
COc1ccc2c3c(n(C)c2c1)[C@H](CO)N(Cc1ccccn1)CC31CCN(Cc2ccccn2)CC1,-2,6,.,-2,1,-6,.
Cc1ccc(C(=O)CSc2nnc3c4ccccc4nc(Cc4ccccc4)n23)cc1,-2,8,-3,-4,2,-1,-8
CO[C@H]1CC[C@@H]2CCOc3c(C#N)cccc3C(=O)N(C)[C@H](C)C(=O)N(C)C[C@H]1O2,-2,-11,-18,-1,-2,12,6
Cc1ccc(NC(=O)COC(=O)Cn2cnc3c2c(=O)n(C)c(=O)n3C)cc1,.,-14,3,20,3,0,40
CN(CC(=O)Nc1ccccc1Cl)C(=O)c1ccccc1Sc1ccccc1C#N,4,14,11,1,-18,-1,-17
Cc1nc2c(C(=O)NCc3ccc(F)cc3)c[nH]n2c(=O)c1Cl,0,-15,.,1,7,10,-9
CCN1CCN(c2cc(C)c3cc(NC(=O)c4ccncc4)ccc3n2)CC1,-1,.,12,-18,-2,16,-5
O=C(Cc1ccccc1)N/N=C/c1cccnc1,0,14,-29,2,-2,-13,1

# For convenience, some entries already given:
SMILES,SIRT5 inh,LGR2 inh,PAX8 inh HTS,DENV2 CPE rescue,CASP6 VEID inh,EWS-Fli block,ARNT-TACC3 inh
CO[C@@H]1CN(C)C(=O)c2ccc(NC(=O)c3ccc(F)cc3)cc2OC[C@H](C)N(C(=O)CC2CC2)C[C@@H]1C,3,2,.,1,3,4,2
O=C(NC1CC1)C1=C[C@H](c2csc3ccccc23)C[C@H](OCCCCO)O1,-5,-4,-9,-6,-4,0,5

# Later entries.
SMILES,SIRT5 inh,LGR2 inh,PAX8 inh HTS,DENV2 CPE rescue,CASP6 VEID inh,EWS-Fli block,ARNT-TACC3 inh
COc1cccc(N2CCN(C(=O)CCS(=O)(=O)c3ccc4c(c3)oc(=O)n4C)CC2)c1,-1,-10,-6,-2,3,.,5
Cc1cccc(NC(=O)c2ccc([N+](=O)[O-])cc2Cl)n1,.,-28,-6,.,.,.,-8
C[C@H]1CN([C@@H](C)CO)C(=O)Cc2cc(NS(=O)(=O)c3ccc(F)cc3)ccc2O[C@@H]1CN(C)S(=O)(=O)c1cn(C)cn1,3,-15,-27,-2,.,-4,-10
COc1ccc(NC(=O)N(C)C[C@@H]2Oc3ncc(-c4ccc(OC)cc4)cc3C(=O)N([C@H](C)CO)C[C@@H]2C)cc1,2,2,.,8,0,-6,0
COc1ccc(CN2CCC2(C)C(=O)NCc2ccc3c(c2)OCO3)c2ccccc12 (configuration not stated),1,-9,0,-10,0,5,.
N#C[C@H]1[C@H](c2ccc(-c3cccc(F)c3)cc2)[C@@H](CO)N1S(=O)(=O)c1cccc(F)c1,12,17,2,-7,-4,5,-7
COCCn1c(CCc2ccccc2)n[nH]c1=S,-3,5,-3,-1,-1,-7,-11
CCN(CC)C(=O)c1sc(NC(=O)c2ccncc2)c(C(=O)OC)c1C,.,4,19,.,.,.,-2
COc1ccc(N(CC(=O)Nc2ccc(Cc3ccncc3)cc2)S(=O)(=O)c2ccccc2)cc1,3,4,36,7,-2,13,9
C[C@H]1CN([C@@H](C)CO)C(=O)c2cccc(NC(=O)c3ccncc3)c2O[C@@H]1CN(C)C(=O)Nc1cccc2ccccc12,-1,-1,11,15,-1,4,9
CSc1nc2ccsc2c(=O)n1-c1cccnc1,-3,-22,-10,5,4,-3,-6
CCCS(=O)(=O)N1CCCC(C(=O)c2cccc(Cl)c2)C1 (configuration not stated),-1,17,14,3,1,-22,-2
CC(NC(=O)CNC(=O)Cc1cccc2ccccc12)c1ccc(S(N)(=O)=O)cc1 (configuration not stated),4,-3,14,0,4,.,-1
O=C(COC(=O)c1cc(=O)[nH]c2ccccc12)NCc1ccc(Cl)cc1,0,10,26,8,2,1,-5
Nc1cc2c3ccccc3ccc2c2ccccc12,-4,86*,-143,-5,5,-72,.
CC(=O)c1cc(CN2CCCCC2)cc(OC(C)C)c1,3,3,-2,1,-16,14,30
N#Cc1ccc(-c2ccc([C@@H]3[C@@H](CO)N4CCCCN(S(=O)(=O)c5ccccc5)C[C@H]34)cc2)cc1,0,12,-24,10,-3,-8,-3
CN(CC(=O)Nc1ccc(N2CCOCC2)cc1)CC(=O)Nc1cccc(C#N)c1,1,-13,-11,4,0,-4,23
Cc1ccccc1C(=O)NCC(=O)OCCCOC(=O)CNC(=O)c1ccccc1C,-1,4,2,-14,2,2,4
Cc1cc(C(=O)Nc2ccccc2Cc2ccccc2)no1,5,4,-54,-7,-4,-1,9
O=Cc1ccc(C(=O)OCC(=O)Nc2ccc(F)cc2F)cc1,0,-15,7,8,-3,-7,-2
CC(=O)OCCCNc1cc(SCc2ccco2)c2nonc2c1[N+](=O)[O-],.,25,13,.,.,.,19
CCn1c(SCC(=O)N/N=C/c2ccc(C)s2)nc2ccccc21,.,-12,-20,.,.,.,4
COc1cccc(CNC(=O)CNC(=S)N(Cc2ccccc2)Cc2ccccc2F)c1,1,1,8,4,1,-12,0
CN(C)C(=O)[C@H]1[C@H](CO)[C@H]2Cn3c(ccc(-c4cncnc4)c3=O)[C@H]2N1Cc1ccccc1F,6,-8,-14,13,1,-2,1

# More results.
SMILES,SIRT5 inh,LGR2 inh,PAX8 inh HTS,DENV2 CPE rescue,CASP6 VEID inh,EWS-Fli block,ARNT-TACC3 inh
Cc1ccc(C(=O)N2CC3(C)CN(C(=O)c4ccc(C)cc4)CC(C)(C2)C3=O)cc1,2,3,9,2,-1,-10,-1
COc1ccc(S(=O)(=O)N(C)C[C@@H]2OCCCC[C@H](C)Oc3ccc(NC(=O)Nc4ccc(F)cc4)cc3C(=O)N([C@H](C)CO)C[C@@H]2C)cc1,15,8,36,-3,3,11,4
O=C1OC(N2C(=O)CC[C@H]2C(=O)Nc2cccc(F)c2)c2ccccc21 (some centres not stated),.,-15,.,13,-4,4,0
CC(=O)/C(C#N)=C1\NC(=O)C(Cc2ccc(F)cc2)S1 (configuration not stated),2,.,10,-3,0,-20,4
CC(C)N(C(=O)[C@H]1C[C@H](CC(=O)NCCCn2ccnc2)C(=O)N2CCc3c([nH]c4cc(CCC(=O)N(C)C)ccc34)[C@]12C)C(C)C,-3,17,-6,-14,-21,-4,0
O=C(CSc1ccc2nnc(-c3ccccn3)n2n1)Nc1nccs1,-3,7,-16,-2,1,-1,60*
CCOc1ccc(C2/C(=C(/O)c3ccc4c(c3)CC(C)O4)C(=O)C(=O)N2CCCn2ccnc2)cc1 (configuration not stated),1,-8,-8,0,-24,.,17
CCCn1c(N)c(N(CCOC)C(=O)/C=C/c2ccc(C(=O)OC)cc2)c(=O)[nH]c1=O,0,-4,6,-3,2,-4,-2
CC(COc1ccccc1)N(CCCl)Cc1ccccc1 (configuration not stated),-4,4,-7,?,3,-1,-8
CCOC(=O)c1c(-c2ccccc2)oc2ccc(OCC(=O)NNC(=O)CCC(=O)O)cc12,-28,14,30,-3,2,-3,26
CC(C)COC(=O)N1CCCCC1c1cc(C(=O)NCc2ccccc2)no1 (configuration not stated),-10,-14,6,?,1,10,.
COCC1=C([C@H](O)c2ccccc2)[C@H](CO)[C@@H]2C(=O)N(Cc3ccccc3)C(=O)[C@@H]2C1,-3,.,-3,-8,1,-2,-2
COc1ccc(NC(=O)N2C[C@H]3[C@@H](c4ccccc42)[C@@H](CO)N3C(=O)C2CCCCC2)cc1,-3,2,-6,-6,0,-5,1
C[C@H](CO)N1C[C@H](C)[C@H](CN(C)C(=O)Nc2ccc(C(F)(F)F)cc2)Oc2c(NC(=O)Nc3ccc(C(F)(F)F)cc3)cccc2C1=O,.,5,22,.,.,-24,8
O=C(C(Cc1ccccc1)n1cccc1)N1CCN(c2cccc(Cl)c2)CC1 (configuration not stated),-3,7,6,6,-1,10,5
O=C(N[C@@H]1CC[C@@H](CCn2cc(Cc3ccccc3)nn2)O[C@H]1CO)c1ccccn1,3,-2,-4,-1,1,-2,6
CCn1cc(CN2CCN(C)C(CCO)C2)c2ccccc21 (configuration not stated),-3,7,5,3,-10,15,-2
O=C(c1cccc(F)c1)N1CC2(C1)[C@H](c1ccccc1)[C@@H](CO)N2C(=O)C1CCOCC1,2,11,.,-14,1,1,.
CCOc1ccc(NC(=O)CCC(=O)NNC(=O)c2ccc(Br)o2)cc1,-2,-11,0,0,-1,-4,2
COc1ccc(CN(C)C[C@H]2Oc3ccc(NC(=O)C4CC4)cc3C(=O)N([C@@H](C)CO)C[C@H]2C)cc1,-3,8,.,5,3,3,-5
C[C@@H]1CN([C@@H](C)CO)C(=O)Cc2cc(NS(=O)(=O)c3cccs3)ccc2O[C@H]1CN(C)CC1CCCCC1,15*,17,27,-6,1,4,13
C[C@H]1CN([C@@H](C)CO)C(=O)c2cc(-c3ccccc3)cnc2O[C@H]1CN(C)C(=O)C1CCCCC1,-9,0,.,12,4,5,6
Cc1noc(C)c1S(=O)(=O)Nc1ccc2c(c1)C(=O)N([C@H](C)CO)C[C@H](C)[C@H](CN(C)C(=O)C1CCCCC1)OCCCC[C@H](C)O2,5,-1,-7,-6,-1,0,14
S=C(c1ccc(Br)cc1)N1CCN(Cc2ccccc2)CC1,-5,4,.,-2,0,0,8
C[C@H]1CN([C@@H](C)CO)C(=O)CCCn2cc(nn2)CO[C@H]1CN(C)Cc1ccc2c(c1)OCCN2C,1,-7,.,-6,-1,1,5
COc1ccc(OC)c(/C=C/c2c([N+](=O)[O-])c(=O)n(C)c(=O)n2C)c1,-5,12,32,-2,1,10,16
N#C[C@@H]1[C@H](c2ccc(-c3ccccc3)cc2)[C@@H](CO)N1C(=O)Cc1ccccc1,1,10,-10,-5,-2,0,15
O=C(C[C@@H]1CC[C@@H]2[C@H](COC[C@@H](O)CN2Cc2ccc(Oc3ccccc3)cc2)O1)N1CCCCC1,1,5,1,24*,0,9,-7
Cc1noc(C)c1S(=O)(=O)Nc1ccc2c(c1)C(=O)N([C@H](C)CO)C[C@H](C)[C@H](CN(C)C)O2,5,15,2,0,1,-14,1
COc1ccc(CN2CCNC(=O)C2CC(=O)N(C)Cc2ccon2)c(F)c1 (configuration not stated),-2,11,19,-3,1,-5,0
